NR3A LBD binder = modulators (binders) of human NR3A ligand-binding domain; NR3A LBD differential scanning fluorimetry, Tm shift; 0% = protein alone, 100% = glycine-bound protein; Tm shift relative to glycine control, % at 25 µM; 340,000 compounds, 2.5% hits; AID 1259313;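 active = melting temperature shift of at least 10% of the positive control shift, at one fixed dose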
hIAP block = blocks human intestinal alkaline phosphatase. P09923. purified IAP, CDP-Star luminescence, 30 min. inhibition, % at 10 µM. 330,000 compounds, 0.12% hits. AID 2544;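 active = inhibition reaching a set limit with compound at 10 µM in the primary screen, cut at about 35% in these data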;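 note: plate controls were DMSO wells with enzyme for no effect and no-enzyme buffer wells for full effect; values of inactives mirror those of a sister screen read the other way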
Target sequence (P09923 whole entry, looked up): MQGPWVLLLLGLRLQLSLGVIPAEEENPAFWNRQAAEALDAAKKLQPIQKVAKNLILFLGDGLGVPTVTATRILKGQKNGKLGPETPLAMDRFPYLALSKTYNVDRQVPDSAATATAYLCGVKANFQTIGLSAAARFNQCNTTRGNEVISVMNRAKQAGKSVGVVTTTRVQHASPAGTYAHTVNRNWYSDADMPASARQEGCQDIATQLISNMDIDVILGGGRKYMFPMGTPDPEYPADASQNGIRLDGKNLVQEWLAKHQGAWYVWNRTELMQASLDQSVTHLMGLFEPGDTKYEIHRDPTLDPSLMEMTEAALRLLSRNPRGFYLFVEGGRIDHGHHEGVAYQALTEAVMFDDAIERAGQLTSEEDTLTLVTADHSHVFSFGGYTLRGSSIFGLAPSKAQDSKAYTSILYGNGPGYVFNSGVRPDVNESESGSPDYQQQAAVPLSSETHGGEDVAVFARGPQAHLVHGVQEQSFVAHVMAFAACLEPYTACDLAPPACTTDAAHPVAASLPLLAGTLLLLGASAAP
A3G deaminase = APOBEC3G (human) deaminase inhibition. recombinant A3G, ssDNA deamination FAM/TAMRA fluorescence. 330,000 compounds, 0.28% hits. AID 493012. inhibition, % at 20 µM;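 active = inhibition of at least 40% at 20 µM, with no more than 30% in the related APOBEC3A deaminase screen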;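 note: plate controls were DMSO wells with A3G for no effect and wells lacking A3G enzyme for full effect; some compounds called inactive have numbers as strong as hits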
mIAP inh = mouse IAP inhibition | purified mouse IAP, CDP-Star luminescence, 30 min | inhibition, % at 10 µM | 330,000 compounds, 0.2% hits;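 active = inhibition of at least 40% at 10 µM in the primary screen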;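 note: plate controls were DMSO with enzyme for no effect and no enzyme wells for full effect; values of inactives mirror those of a sister screen read the other way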
MPTP inh = permeability transition pore inhibition. isolated mouse mitochondria, Ca2+ swelling absorbance, 30 min. inhibition, % at 10 µM. 360,000 compounds, 1.4% hits. AID 602449;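 active = inhibition of 50% or more, scaled per plate between neutral and stimulator controls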;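 note: 0% = DMSO wells given calcium and 100% = 1 mM EGTA wells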
A3A deaminase = human APOBEC3A DNA deaminase inhibition. recombinant A3A, FAM/TAMRA ssDNA deamination fluorescence. inhibition, % at 20 µM. 330,000 compounds, 0.41% hits. AID 493011;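 active = at least 40% inhibition at 20 µM here, with at most 30% in a related deaminase screen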;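 note: plate controls were A3A with DMSO for no effect and wells lacking A3A enzyme for full effect; some results filed as inactive read as strong as hits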
Target sequence (P31941 whole entry, looked up): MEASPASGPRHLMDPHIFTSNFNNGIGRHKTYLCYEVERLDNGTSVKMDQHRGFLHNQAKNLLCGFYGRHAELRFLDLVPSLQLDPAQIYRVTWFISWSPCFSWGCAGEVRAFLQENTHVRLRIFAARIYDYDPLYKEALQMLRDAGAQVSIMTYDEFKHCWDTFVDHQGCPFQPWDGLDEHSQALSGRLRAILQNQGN
mIAP activ = mouse IAP activation. 330,000 compounds, 0.24% hits. activation factor at 10 µM. muIAP, CDP-Star luminescence, 30 min; hits give high values; 1 = vehicle-only enzyme signal, 0 = enzyme-free wells;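 active = activation factor of at least 2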; note: the source names both 10 and 20 µM as test concentration; values of inactives mirror those of a sister screen read the other way
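Assay system: mouse IAP enzyme; Reagent: CDP-Star chemiluminescent phosphatase substrate; Compound: DMSO-dissolved test compounds; Incubation: 30 min, room temperature; Technique: luminescence from enzymatic CDP-Star hydrolysis; Controls: DMSO-only wells and no-enzyme negative control.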
hIAP activ = human IAP activation. activation factor at 10 µM. P09923. 330,000 compounds, 0.16% hits. purified human IAP, CDP-Star luminescence, 30 min; hits give high values; 1 = vehicle-only enzyme, 0 = enzyme-free background;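 active = activation factor of the enzyme at least 2-fold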; note: the source names both 10 and 20 µM as test concentration; values of inactives mirror those of a sister screen read the other way
beta cell repl = MIN6 beta-cell proliferation induction; MIN6 cells proliferation, ATPlite luminescence, 48 h; cells starved in 0.2% serum; 100% = growth in 10% serum; 330,000 compounds, 0.29% hits; proliferation, % at 10 µM;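 active = compounds whose signal lies at least 3.5 SD above the mean of all wells on their plate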;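 note: 0% = DMSO-treated cells in low-serum medium and 100% = 10% serum control; some compounds called inactive have numbers as strong as hits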
Active calls of the source: *; / = no result given; & = joins results of further samples.

SMILES | NR3A LBD binder | hIAP block | A3G deaminase | mIAP inh | MPTP inh | A3A deaminase | mIAP activ | hIAP activ | beta cell repl
CC(C)COC(=O)/C(C#N)=C/c1c[nH]c2ccccc12 | -3 | -11 | 1 | 10 | 41 | 10 | 0.9 | 1.1 | 2
CN(C(=O)CS(=O)(=O)c1cn(CC(=O)N2CCOCC2)c2ccccc12)c1ccccc1 | -1 | -1 | 4 | -2 | 1.6 | 6 | 1 | 1 | 0
CN(C(=O)CSc1nnc(N)s1)c1c(N)n(Cc2ccccc2)c(=O)[nH]c1=O | -14 | -18 | -8 | 4 | -0.7 | -1 | 0.96 | 1.2 | 0
C/C(=N/NC(N)=S)c1ccccc1[N+](=O)[O-] | 0 | -25 | -3 | -14 | 1.1 | 1 | 1.1 | 1.2 | 1
COc1ccccc1C(=O)NCCC(=O)N1CCCCCCC1 | 1 | 13 | -8 | 7 | -0.7 | -4 | 0.93 | 0.87 | 3
COC(=O)C1=C(C)NC(=O)CC1c1cc2c(cc1Br)OCO2 (centres undefined) | 0 | -11 | 0 | -3 | -1.5 | 1 | 1 | 1.1 | 2
O=C(NCC(c1cccs1)N1CCOCC1)c1cc(Cl)ccc1[N+](=O)[O-] (centres undefined) | -2 | 5 | -3 | 7 | -1.4 | 0 | 0.93 | 0.95 | 0
COc1ccc(C(=O)Nc2cccnc2)cc1S(=O)(=O)N1CCOCC1 | -2 | -5 | -6 | -3 | 0.0 | -1 | 1 | 1 | 0
O=C(Nc1ccc(Cl)cc1F)c1ccc2c(c1)C(=O)N(Cc1ccncc1)C2=O | -3 | -6 | 0 | 2 | -0.8 | 2 | 0.98 | 1.1 | -4
CS(=O)(=O)N(CC(=O)O)c1ccc2c(c1)OCO2 | -6 | -29 | -7 | -7 | -0.2 | -1 | 1.1 | 1.3 | 1
Cc1ccccc1C(=O)N1CCN(c2ccc(NC(=S)NC(=O)c3cccs3)cc2)CC1 | -1 | -2 | 4 | 4 | 4.0 | 2 | 0.96 | 1 | -6
O=C(COc1ccc2ccccc2c1Br)N1CCCC1 | -1 | -7 | 0 | -5 | 0.2 | 0 | 1 | 1.1 | -2
CCOC(=O)c1c(C)[nH]c(C(=O)COC(=O)CCNS(=O)(=O)c2ccc(NC(C)=O)cc2)c1C | 0 | -6 | -8 | 5 | -0.1 | -4 | 0.95 | 1.1 | 1
CCc1ccc(/C=C2/C(=O)N(c3ccccc3)C(=S)N2CC(=O)OC)s1 | 4 | 28 | -8 | 14 | 2.4 | -2 | 0.86 | 0.72 | 0
COc1ccc2oc(=O)c(C(=O)OCC(=O)c3ccc([N+](=O)[O-])cc3)cc2c1 | / | -16 | 1 | -5 | / | 0 | 1 | 1.2 | 3
N/C(=N\OC(=O)/C=C/c1ccccc1Cl)c1ccccn1 | -23 | 6 | -4 | 6 | -1.7 | 2 | 0.94 | 0.94 | -3
Cc1ccc(N(Cc2ccccc2F)S(C)(=O)=O)cc1C | -16 | 10 | -11 | -6 | -1.6 | -4 | 1.1 | 0.9 | 6
CSc1ncccc1C(=O)OCC(=O)NC1CC1 | 1 | 1 | -14 | 2 | -1.8 | -2 | 0.98 | 0.99 | -3
Cc1ccc(CN2CCN(Cc3ccc(-n4cccn4)cc3C)CC2CCO)cc1 (centres undefined) | -1 | 0 | -7 | -5 | -0.6 | 0 | 1.1 | 1 | -2
Cc1noc(NS(=O)(=O)c2ccc(N3Cc4ccccc4C3=O)cc2)c1C | -1 | 3 | -7 | 0 | -0.4 | -2 | 0.99 | 0.97 | -2
COc1ccccc1NC(=O)CSc1nncs1 | -2 | -18 | -6 | -7 | -1.4 | -3 | 1.1 | 1.2 | -4
CCOc1cccc(CN2CCC(n3nccc3NC(=O)C3CCCC3)CC2)c1 | 5 | -42 | -5 | -18 | 0.1 | 1 | 1.2 | 1.4 | 2
C=CCN(CC=C)S(=O)(=O)c1ccc(NC(=S)NC(=O)/C=C/c2cccc3ccccc23)cc1 | -1 | 9 | -6 | 18 | 0.6 | -5 | 0.82 | 0.91 | -3
C=CCc1ccc(OCCOCCNCCCC)c(OC)c1 | -1 | -22 | 0 | 5 | 24 | -8 | 0.95 | 1.2 | -2
O=C(COC(=O)c1ccco1)c1ccc2ccccc2c1 | 10* | -6 | -6 | 2 | 0.9 | -4 | 0.98 | 1.1 | 0
O=C1c2oc3ccc(F)cc3c(=O)c2C(c2cccc(O)c2)N1CCCN1CCOCC1 (centres undefined) | 3 | -2 | -6 | -6 | -1.5 | -1 | 1.1 | 1 | -1
COc1cc2oc(=O)cc(-c3cccc(-c4ccc(C(F)(F)F)cc4)c3)c2c(OC)c1OC | 17* | / | 3 | 12 | 0.5 | 3 | 0.88 | / | /
O=C(CCNS(=O)(=O)c1ccc(Cl)cc1)N1CCCC1 | 1 | 18 | -1 | 4 | -1.5 | 0 | 0.95 | 0.82 | -3
CCOC(=O)c1c(-c2cccc([N+](=O)[O-])c2)cn2ccccc12 | -16 | -10 | -2 | 1 | -0.5 | 0 | 0.99 | 1.1 | 1
CC1CCN(Cc2csc(N)n2)CC1 | -1 | -25 | -7 | 6 | 3.4 | -16 | 0.94 | 1.2 | 0

3 entries from above, ordered by length of the SMILES, rising.
SMILES | NR3A LBD binder | hIAP block | A3G deaminase | mIAP inh | MPTP inh | A3A deaminase | mIAP activ | hIAP activ | beta cell repl
CC1CCN(Cc2csc(N)n2)CC1 | -1 | -25 | -7 | 6 | 3.4 | -16 | 0.94 | 1.2 | 0
N/C(=N\OC(=O)/C=C/c1ccccc1Cl)c1ccccn1 | -23 | 6 | -4 | 6 | -1.7 | 2 | 0.94 | 0.94 | -3
Cc1noc(NS(=O)(=O)c2ccc(N3Cc4ccccc4C3=O)cc2)c1C | -1 | 3 | -7 | 0 | -0.4 | -2 | 0.99 | 0.97 | -2

Next part
SMILES | NR3A LBD binder | hIAP block | A3G deaminase | mIAP inh | MPTP inh | A3A deaminase | mIAP activ | hIAP activ | beta cell repl
COc1cccc(N2CCN(S(=O)(=O)c3ccc4c(c3)NC(=O)C(C)C(=O)N4)CC2)c1 (centres undefined) | 0 | -7 | 36 | -14 | 0.8 | 0 | 1.1 | 1.1 | 2
O=C(NCc1ccccc1)c1ccc(NC(=O)c2ccccc2F)cc1 | 0 | -36 | -9 | 4 | 1.1 | 0 | 0.95 | 1.4 | 6
COC(=O)c1[nH]c2c(c1C)C(=O)CCC2 | 1 | -19 | -6 | -5 | 0.2 | -1 | 1 | 1.2 | -1
Cc1ccc(CN2CCN(Cc3cnn(-c4ccc(F)cc4)c3)CC2CCO)o1 (centres undefined) | -3 | -10 | -6 | -13 | 2.2 | -3 | 1.1 | 1.1 | -2
COC(=O)c1ccccc1S(=O)(=O)N1CCC(NC(=O)c2ccccc2)CC1 | -1 | -1 | -9 | -4 | 0.2 | -4 | 1 | 1 | 1
COc1cccc(C(=O)Nc2ccc3nc(N4CCN(c5ncccn5)CC4)cc(C)c3c2)c1OC | / | 13 | -5 | 14 | / | 1 | 0.86 | 0.87 | -6
CCCCNC(=O)COC(=O)c1c2c(nc3ccccc13)CCC2 | -2 | 4 | 18 | 11 | -2.0 | 24 | 0.89 | 0.96 | -4
COc1cc(-c2cc(C(=O)Nc3ccc(S(=O)(=O)Nc4ncccn4)cc3)c3ccccc3n2)cc(OC)c1OC | 0 | 4 | -3 | 7 | 1.3 | 2 | 0.93 | 0.96 | -3
CC(CCc1ccccc1)NC(=O)C1CCN(S(=O)(=O)c2cnc[nH]2)CC1 (centres undefined) | 1 | -9 | -1 | 10 | -0.6 | 0 | 0.9 | 1.1 | -1
O=[N+]([O-])c1ccc(S(=O)(=O)c2cccc(C(F)(F)F)c2)nc1 | 1 | -2 | -2 | 13 | 8.1 | -3 | 0.87 | 1 | -6
CC(O)CNc1nc2sc3c(c2c(=O)n1CCc1ccccc1)CCCCC3 (centres undefined) | -3 | 3 | 0 | 4 | 27 | -2 | 0.95 | 0.97 | -6
O=C(c1ccc([N+](=O)[O-])cc1)n1nc(-c2ccccc2)nc1NCc1ccccc1 | -1 | 18 | -1 | 1 | -7.8 | 4 | 0.99 | 0.82 | -2
O=C1C(Nc2ccccc2)=CC(c2ccc(O)cc2)N1c1ccccc1 (centres undefined) | -4 | -10 | -3 | -2 | 3.3 | -5 | 1 | 1.1 | -5
COC(=O)Cc1csc(N)n1 | 2&1 | -4&0 | 3&-8 | 2&6 | -1.4&-1.2 | 9&-3 | 0.97&0.94 | 1&1 | -1&-1
COc1ccccc1N=Cc1nc(-c2ccccc2)oc1OC(C)=O | -1 | -9 | -7 | -8 | 22 | -4 | 1.1 | 1.1 | -1
CC1=C(C(=O)Nc2cccnc2)C(c2cccnc2)n2nc(-c3cccs3)nc2N1 (centres undefined) | -1 | -8 | -7 | 3 | 1.4 | -7 | 0.97 | 1.1 | -3
O=C(Nc1ccccc1)C(=O)Nc1ccc2c(c1)N(C(=O)C1CC1)CCC2 | 0 | -10 | -2 | 6 | -0.8 | 1 | 0.94 | 1.1 | -1
Cc1ccc(C(=O)O)cc1NC(=S)NC(=O)c1ccc([N+](=O)[O-])cc1Cl | 5 | -24 | -4 | 4 | 3.3 | -3 | 0.96 | 1.2 | -1
CCCC(=O)Nc1ccc(C(=O)Nc2cc(C(F)(F)F)ccc2Cl)cc1 | -1 | 12 | -6 | 0 | -4.8 | -2 | 1 | 0.88 | -1
Cc1ccc(C2CC(c3ccccc3C)n3nc(N)nc3N2)cc1 (centres undefined) | -1 | 2 | -2 | 5 | -1.3 | 0 | 0.95 | 0.98 | 1
COc1ccc(S(=O)(=O)N2CCOCC2)cc1NC(=O)CN1CCCC1 | -1 | -14 | -5 | -3 | 0.8 | 0 | 1 | 1.1 | 1
O=C(COC(=O)c1cccc(S(=O)(=O)N2CCN(c3ccccc3)CC2)c1)NCC1CCCO1 (centres undefined) | -1 | 10 | -5 | 1 | 2.5 | 0 | 0.99 | 0.9 | -2
COc1ccc(OCC(=O)Nc2ccccc2O)cc1 | -34 | 2 | -4 | -4 | 2.7 | 0 | 1 | 0.98 | -2
O=C(NCc1ccccc1)c1ccc(CS(=O)Cc2ccc(Cl)cc2)o1 (centres undefined) | 2 | -26 | -6 | 1 | 0.3 | 0 | 0.99 | 1.3 | -2
COc1ccc2c(c1)c(=O)c(Br)c(C)n2Cc1ccccc1 | -1 | 18 | -4 | 8 | 19 | 1 | 0.92 | 0.82 | 0
O=S(=O)(c1ccccc1)c1cnn(-c2ccccc2)c1-c1ccc(Cl)cc1 | 1 | 13 | -3 | -3 | 1.5 | -2 | 1 | 0.87 | -5
Oc1c(C(c2cccs2)N2CCN(c3ccccc3)CC2)sc2ncnn12 (centres undefined) | -2 | 10 | -7 | -3 | -1.1 | -2 | 1 | 0.9 | 9
Cc1c(S(=O)(=O)c2ccccn2)c(N)n(Cc2ccccc2Cl)c1C | 0 | 14 | -7 | -6 | 2.9 | -6 | 1.1 | 0.86 | -4
COc1ccccc1/C=C\C=N\n1c(C2CCCCC2)n[nH]c1=S | -6 | -33 | -3 | 6 | 4.0 | -1 | 0.94 | 1.3 | -2
CC(C)(C)c1ccc(OCCN2CCCC2)cc1 | -3 | -17 | -5 | -2 | 0.8 | -4 | 1 | 1.2 | -1
CN(C(=O)CSc1nc2[nH]ncc2c(=O)[nH]1)c1ccccc1 | 1 | 6 | -4 | 0 | -0.7 | -1 | 1 | 0.94 | 6
COc1cccc(C(=O)/C=C/Nc2ccc(S(=O)(=O)Nc3nc(C)cc(C)n3)cc2)c1 | 3 | 7 | -2 | 13 | -0.1 | 4 | 0.87 | 0.93 | -2

Bioassay records: PubChem, Sanford-Burnham Center for Chemical Genomics
